# E-sel TNF inh: blocks E-selectin expression induced by TNF alpha | 120,000 tested, 0.71% active | inhibition, % at 2 µM | HUVEC TNFa-induced E-selectin immunofluorescence, high content | AID 1246;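 active = inhibition above the batch mean plus 3 SD, and confirmed as a hit on visual image review, cut at about 43% in these data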;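 note: 0% = TNF-stimulated DMSO wells and 100% = unstimulated control wells; not every result past the cut was called active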
# Yeast growth inh: reduces growth of yeast BB579 in restrictive medium. S. cerevisiae BB579 growth, OD615, 48 h. AID 804. inhibition, % at 10 µM. 140,000 tested, 0.51% active;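 active = inhibition above a set limit, 3 SD over the mean compound inhibition, cut at about 44% in these data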; note: inactives centre near -24
#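 System: DeaD yeast strain BB579; buffer or medium: CSMM-D dextrose restrictive medium; technique: OD at 615 nm; schedule: 4 h cell preincubation, 48 h compound exposure, 30 °C humidified; doses: single 10 µM dose; controls: amphotericin B 10 µg/mL, positive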
# HCT116 bCat-KO: beta-catenin-lacking colon tumor cell growth suppression. HCT116 beta-catenin knockout viability, CellTiter-Glo, 60 h; hits give low values. viability, % at 10 µM. 140,000 tested, 1.5% active;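 active = viability at or under a set limit, the compound median less 4 SD, cut at about 6% in these data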;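 note: 0% = Hyamine 1622 control at 20 µM and 100% = untreated cell control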
# Yeast life ext: yeast lifespan extension | AID 775 | S. cerevisiae growth with nicotinamide, OD615; deaD strain in restrictive glucose medium | 130,000 tested, 0.68% active | inhibition of the nicotinamide effect, % at 10 µM;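 active = inhibition above a set limit, placed 3 SD over the median of all compounds, cut at about 26% in these data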;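 note: 0% = nicotinamide-treated wells and 100% = cells grown without nicotinamide; some compounds called inactive have numbers as strong as hits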
#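 Test system – modified budding yeast, DeaD strain · Compound – single dose 10 µM compound, 0.25% DMSO · Times – culture preincubation 4 h, compound exposure 48 h, both 30 °C · Detection – optical density (absorbance) at 615 nm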
# NPY Y2 blocker: NPY-Y2 (human) receptor antagonism. NPY-Y2 expressing cells, antagonist mode. 140,000 tested, 0.99% active. inhibition, % at 2.7 µM. P49146. AID 793; in the data active = inhibition above about 17%;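 note: 0% = vehicle with agonist challenge and 100% = reference antagonist with challenge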
# Target sequence (P49146 whole entry, looked up): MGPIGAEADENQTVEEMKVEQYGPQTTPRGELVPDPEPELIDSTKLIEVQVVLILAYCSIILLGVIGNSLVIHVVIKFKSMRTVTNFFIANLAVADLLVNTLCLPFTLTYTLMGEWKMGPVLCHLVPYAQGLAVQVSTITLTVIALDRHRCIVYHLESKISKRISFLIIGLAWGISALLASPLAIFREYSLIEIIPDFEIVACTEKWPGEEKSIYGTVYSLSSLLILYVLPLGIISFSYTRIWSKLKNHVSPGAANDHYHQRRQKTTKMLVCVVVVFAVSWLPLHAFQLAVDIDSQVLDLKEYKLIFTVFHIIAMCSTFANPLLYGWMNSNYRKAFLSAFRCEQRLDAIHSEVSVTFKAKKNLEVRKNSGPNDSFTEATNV
# Measles CPE: protection of cells from measles virus | 140,000 tested, 1.5% active | protection (pct of control), % at 4 µM | Measles virus-infected cells, CPE protection, absorbance; in the data active = protection mostly above about 24%, no sharp cut-off; inactive = mostly below about 26%; note: some compounds called inactive have numbers as strong as hits
# MRP-1 activ: activates MRP-1; AID 799; H69AR cells + doxorubicin, viability rescue, CellTiter-Glo; viability increase, % at 10 µM; 140,000 tested, 0.61% active;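 active = viability gain under doxorubicin at or above a set limit, the compound median plus 3 SD, cut at about 4.7% in these data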;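 note: MRP-1 overexpressing cells given doxorubicin 25 µM after compound pretreatment; 18-22 h compound pretreatment then 72 h with doxorubicin before readout; 0% = doxorubicin-only wells and 100% = vehicle-treated cells without doxorubicin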
# GALR2 antag: antagonists of human galanin receptor 2 (GALR2). inhibition, % at 4 µM. 140,000 tested, 0.39% active. AID 828. GALR2-expressing cells, antagonist mode; in the data active = inhibition above about 27%;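 note: cells stimulated with galanin 1-16 at roughly its EC80; 0% = agonist challenge control and 100% = basal control without agonist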
# Target sequence (O43603 whole entry, looked up): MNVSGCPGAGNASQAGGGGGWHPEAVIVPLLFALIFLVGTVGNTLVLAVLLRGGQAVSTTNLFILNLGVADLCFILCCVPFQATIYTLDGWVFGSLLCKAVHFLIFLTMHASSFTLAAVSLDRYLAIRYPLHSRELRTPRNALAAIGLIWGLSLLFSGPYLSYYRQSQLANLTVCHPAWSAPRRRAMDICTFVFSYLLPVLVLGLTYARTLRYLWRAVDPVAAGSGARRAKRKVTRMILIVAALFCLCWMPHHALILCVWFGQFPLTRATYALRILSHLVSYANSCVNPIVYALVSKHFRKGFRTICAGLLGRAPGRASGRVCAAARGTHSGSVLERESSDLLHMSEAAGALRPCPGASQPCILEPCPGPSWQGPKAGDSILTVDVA
# Phagocyt inh: macrophage phagocytosis inhibition | 110,000 tested, 0.07% active | J774A.1 macrophage IgG-bead phagocytosis, imaging | inhibition, % at 5 µM;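 active = inhibition above the mean of the plate negative controls plus 5 SD, cut at about 13% in these data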;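 note: phagocytic index as fraction of beads internalized from green versus red external bead signal; plate controls were DMSO negative control for no effect and cytochalasin-D positive control for full effect; some results beyond the cut were filed as inactive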
# HCT116 PTEN-null: suppresses growth of cells with PTEN deletion. HCT116 PTEN-null viability, CellTiter-Glo, 60 h; hits give low values. viability, % at 10 µM. 140,000 tested, 1.2% active;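 active = viability at or below a set limit, 4 SD under the median of all tested compounds, cut at about 3.7% in these data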;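 note: PTEN knockout HCT116 line with beta catenin targeted HCT116 as companion control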
# Starred values were filed as active, the others as inactive; . = no result given; & = joins results of further samples.
1	Cc1c(Nc2nc3ccccc3nc2N2CCN(c3ccccc3)CC2)c(=O)n(-c2ccccc2)n1C
2	CC(C)N=C(NC#N)SCc1ccccc1
3	Cc1ccc(S(=O)(=O)N2CCC(C(=O)N[C@@H](C)C(=O)NC3CCCCC3)CC2)cc1
4	CCC(C)(C)n1nnnc1C(c1ccc(N(C)C)cc1)N1CCN(C2CCCCC2)CC1 (centres undefined)
5	CN(C)S(=O)(=O)c1ccc(C(=O)Nc2nnc(SCc3ccccc3)s2)cc1

compound no.	1	2	3	4	5
E-sel TNF inh	-21	.	-28	-20	.
Yeast growth inh	-20	-27	-22	-8	-42
HCT116 bCat-KO	78	106	96	94	93
Yeast life ext	-1	0	-8	-24	5
NPY Y2 blocker	6	-2	2	2	3
Measles CPE	6	33	5	37	5
MRP-1 activ	-3.7	-2.7	1.1	-3.0	-2.8
GALR2 antag	2	10	5	2	-12
Phagocyt inh	0	.	-1	.	-6
HCT116 PTEN-null	69	97	101	99	93

6	Cc1ccc(OCC(O)Cn2c(=N)n(Cc3ccccc3)c3ccccc32)cc1 (centres undefined)
7	CCN(CC)CCN1C(=O)C(O)=C(C(=O)c2cccs2)C1c1ccccn1 (centres undefined)
8	CCc1nc(SCC(N)=O)c2c(=O)n(C)c(=O)n(C)c2n1
9	C=CCSc1ncnc2sc(C)c(C)c12
10	O=C(CSc1nc2ccsc2c(=O)n1NC(=O)c1ccccc1)NCc1ccco1

compound no.	6	7	8	9	10
E-sel TNF inh	9	-17	.	-21	.
Yeast growth inh	-38	-40	-18	-1	-43
HCT116 bCat-KO	1.4*	104	95	103	93
Yeast life ext	-1	-10	-2	-6	-20
NPY Y2 blocker	32*	0	2	5	3
Measles CPE	3	32	7	6	15
MRP-1 activ	-6.1	-1.4	-1.2	-3.0	0.6
GALR2 antag	10	9	11	5	0
Phagocyt inh	.	3	1	0	.
HCT116 PTEN-null	1.6*	99	100	103	95

11	CC(C)(C)N(NC(=O)c1ccccc1)C(=O)c1cccc(C(=O)N(NC(=O)c2ccccc2)C(C)(C)C)c1
12	COC(=O)c1ccccc1COn1c(=O)c(C)[n+]([O-])c2ccccc21
13	CCN1CCN(C(=O)CN(CCc2ccccc2)S(C)(=O)=O)CC1
14	Cc1cccc(OCCCSc2nc3ccc(C)cc3[nH]2)c1
15	COc1ccc(C(NC(=O)/C=C\c2ccco2)c2ccc(OC)c(OC)c2)cc1 (centres undefined)

compound no.	11	12	13	14	15
E-sel TNF inh	5	.	.	0	22
Yeast growth inh	-31	-16	5	-36	-36
HCT116 bCat-KO	76	78	86	79	89
Yeast life ext	-4	-21	-2	-20	0
NPY Y2 blocker	20*	1	-3	17*	4
Measles CPE	13	4	11	11	20
MRP-1 activ	1.1	-0.8	-2.9	-1.0	-3.3
GALR2 antag	-4	2	-12	-5	-4
Phagocyt inh	.	0	0	0	-5
HCT116 PTEN-null	73	89	94	82	87

16	CCCSc1cc(NCCOC(=O)CCC)c([N+](=O)[O-])c2nonc12
17	Cc1ccc(NC(=O)C(=O)NCc2ccc(/C=C(/C#N)C(=O)NCc3cccnc3)o2)cc1C
18	CCOC(=O)N1CCN(C(=O)c2ccc3c(c2)sc2nc(-c4ccccc4)cn23)CC1
19	Cc1cccc(NC(=O)COC(=O)c2ccc3c(=O)n4c(nc3c2)CCC4)c1
20	COCC(=O)Nc1ccc(S(=O)(=O)Nc2cc(C)nc(C)n2)cc1

compound no.	16	17	18	19	20
E-sel TNF inh	.	6	.	19	8
Yeast growth inh	2	-35	-25	-28	-38
HCT116 bCat-KO	21	73	87	108	85
Yeast life ext	28*	12	-9	-3	1
NPY Y2 blocker	3	2	4	3	5
Measles CPE	11	21	14	3	8
MRP-1 activ	-2.8	-0.3	-0.2	-0.6	-2.9
GALR2 antag	-12	-4	-7	1	7
Phagocyt inh	-5	.	2	-4	0
HCT116 PTEN-null	21	81	93	106	95

21	CC(C)CC(=O)Nc1cc([N+](=O)[O-])ccc1Cl
22	CCOC(=O)CC(NC(=O)C1c2ccccc2Oc2ccccc21)c1ccccc1Cl (centres undefined)
23	CCN(CC)CCCNC(=O)Cn1ncc2c(=O)oc3ccc(C)cc3c21
24	NC(=O)c1sc2nc3c(c(-c4ccc(Cl)cc4)c2c1N)CCCC3
25	O=C(c1cc2c(=O)oc3ccccc3c2s1)N1CCOCC1

compound no.	21	22	23	24	25
E-sel TNF inh	-4	1	.	.	.
Yeast growth inh	-22	-20	3	-26	-21
HCT116 bCat-KO	95	63	104	13	102
Yeast life ext	-7	-2	-7	-8	-4
NPY Y2 blocker	3	18*	.	3	1
Measles CPE	2	4	13	2	0
MRP-1 activ	-0.1	-3.0	-1.9	-1.7	0.1
GALR2 antag	-8	-9	.	-15	6
Phagocyt inh	1	-10	0	.	0
HCT116 PTEN-null	95	62	93	6	105

26	Cc1ccc(-n2c(Cn3nc(C(F)(F)F)cc3C)n[nH]c2=S)cc1
27	CCN(CC)S(=O)(=O)c1cccc(NC(=O)COc2ccc(Cl)cc2Br)c1
28	Cc1occc1C(=O)NNC(=S)NCC(C)C
29	O=C(CC1OC(=O)c2ccccc21)NC1CCCCC1 (centres undefined)
30	O=C(c1ccccc1)N1CCCOC1c1ccccc1 (centres undefined)

compound no.	26	27	28	29	30
E-sel TNF inh	17	.	-3	.	.
Yeast growth inh	4	-17	-17	-26	-30
HCT116 bCat-KO	96	72	93	97	92
Yeast life ext	-13	0	-9	1	-6
NPY Y2 blocker	0	4	-3	0	0
Measles CPE	8	4	7	4	6
MRP-1 activ	0.7	0.4	-0.5	3.3	-2.2
GALR2 antag	3	-4	-9	-7	-6
Phagocyt inh	.	-13	0	-1	3
HCT116 PTEN-null	101&101	71	97	101	93

31	Cc1ccc(C2=NNC(=O)C(c3ccc(Cl)cc3)C2)cc1 (centres undefined)
32	COc1cccc(C2C(C(N)=O)=C(C)Nc3nc(CCCO)nn32)c1OC (centres undefined)
33	CC[n+]1c(/C=C2\C=C(C)CC(C)C2)sc2ccccc21 (centres undefined)
34	O=S1(=O)CCC(NCC2CCCO2)C1 (centres undefined)
35	COc1cccc(NC(=O)Nc2ccc(Cc3ccncc3)cc2)c1

compound no.	31	32	33	34	35
E-sel TNF inh	.	.	-55	2	1
Yeast growth inh	-46	-35	-28	-43	-48
HCT116 bCat-KO	86	96	64	107	84
Yeast life ext	-5	1	27*	4	2
NPY Y2 blocker	2	6	3	-2	1
Measles CPE	5	13	12	15	3
MRP-1 activ	-0.2	-2.2	-4.4	-0.6	0.3
GALR2 antag	-14	-4	0	3	8
Phagocyt inh	-1	.	-1	0	-6
HCT116 PTEN-null	101	99	60	97	96

36	Cc1ccc(S(=O)(=O)NCC(=O)OCC(=O)c2ccc(Br)s2)cc1
37	COc1ccc(C(=O)NCc2cn3ccsc3n2)cc1OC
38	CCCCC(=O)/C=C/n1c(=S)oc2ccccc21
39	CCC(=O)NC(Nc1sc2c(c1C(=O)OC)CCCC2)(C(F)(F)F)C(F)(F)F
40	COC(=O)c1ccccc1NC1=C/C(=N\S(=O)(=O)c2cccs2)c2ccccc2C1=O

compound no.	36	37	38	39	40
E-sel TNF inh	-1	-24	3	-19	22
Yeast growth inh	-50	7	-19	-59	-32
HCT116 bCat-KO	100	88	7	92	1.8*
Yeast life ext	-10	-2	13	4	-5
NPY Y2 blocker	-2	2	4	1	-10
Measles CPE	11	5	0	2	7
MRP-1 activ	-0.4	-0.4	-5.4	-0.4	-5.0
GALR2 antag	-2	8	-8	-4	3
Phagocyt inh	.	0	-6	.	1
HCT116 PTEN-null	99	87	4	89	1.7*

41	COC(=O)c1ccccc1OCCCN(C)C
42	Clc1ccccc1-c1nn2c(-c3ccccn3)nnc2s1
43	COc1cc(/C=C(\C#N)C(=O)NCC2CCCO2)c([N+](=O)[O-])cc1OC (centres undefined)
44	Cc1oc(-c2ccc(Cl)cc2)[n+]([O-])c1C
45	COc1ccc(-n2nc(C(=O)O)c3ccccc3c2=O)cc1

compound no.	41	42	43	44	45
E-sel TNF inh	.	.	11	10	-6
Yeast growth inh	-9	-47	-5	-18	-10
HCT116 bCat-KO	97	69	99	98	94
Yeast life ext	2	-7	2	-12	-6
NPY Y2 blocker	4	10	0	2	0
Measles CPE	19	8	45	12	11
MRP-1 activ	-2.7	-4.8	-4.6	0.8	-0.7
GALR2 antag	0	5	-4	6	-1
Phagocyt inh	3	0	.	0	.
HCT116 PTEN-null	88	76	92	101	90

46	Cc1[nH][nH]c(=O)c1C(c1c(C)[nH][nH]c1=O)c1cn(Cc2ccc(Cl)c(Cl)c2)c2ccccc12
47	CCCN=C1NC(=O)C(CC(=O)NCCc2ccc(OC)c(OC)c2)S1 (centres undefined)
48	CCOC(=O)N1CCN(S(=O)(=O)c2cc(-c3nn4c(C)nnc4c4ccccc34)ccc2C)CC1
49	CCN1C(=O)C(CC(=O)NCc2ccc(Cl)cc2)N(CC)C1=O (centres undefined)
50	COc1cc2c(cc1OC)-c1cc(NC3CCCCCC3)nc(=O)n1CC2

compound no.	46	47	48	49	50
E-sel TNF inh	-12	.	-21	-13	9
Yeast growth inh	-12	-13	-21	1	-45
HCT116 bCat-KO	8	84	24	91	80
Yeast life ext	8	-2	-19	-11	-26
NPY Y2 blocker	3	-1	-1	0	43*
Measles CPE	24	12	21	5	18
MRP-1 activ	-5.7	0.9	-4.8	-0.3	-3.6
GALR2 antag	-2	-4	1	-1	-11
Phagocyt inh	16	-3	.	0	0
HCT116 PTEN-null	5	96	32	94	67

51	COc1ccc(NS(=O)(=O)c2cc(NC(=O)c3cnc(C)cn3)ccc2N2CCCCC2)cc1
52	N#CCCn1nc(-c2ccc(Cl)cc2)cc1Nc1ccccc1NC(=O)C(F)(F)F
53	Cc1csc2nc(CSc3ccc(Cl)cc3)cn12
54	COc1ccc(N2Cc3cccc(C(=O)N4CCN(C(=O)c5ccco5)CC4)c3C2=O)cc1
55	COC(=O)c1cc(Br)c(=O)n(-c2nccs2)c1
56	O=c1c([N+](=O)[O-])c[nH]c2ccccc12
57	Cc1ccccc1OC(=O)C1C(c2ccccc2)C(C(=O)O)C1c1ccccc1 (centres undefined)

compound no.	51	52	53	54	55	56	57
E-sel TNF inh	.	-11	-7	.	8	.	2
Yeast growth inh	-38	-20	39	13	-40	-2	-16
HCT116 bCat-KO	86	79	97	103	99	97	97
Yeast life ext	3	-2	-26	-15	-7	2	-7
NPY Y2 blocker	2	-2	3	-3	4	1	4
Measles CPE	11	17	9	6	6	2	26
MRP-1 activ	-4.0	-2.5	0.0	-2.5	-3.1	-2.2	-0.8
GALR2 antag	-10	2	-7	-10	-7	-1	-14
Phagocyt inh	6	-8	-1	1	-2	-2	0
HCT116 PTEN-null	71	82	86	104	98	98	99

# No enrichment for hits; any-hit rate near 6.3%.
